# Bioassay records: PubChem BioAssay, several laboratories
# NOD1 NF-kB reporter: NOD1 signaling inhibitors, primary screen, cell-based, luminescence, uHTS (AID 1578); NOD1-driven NF-kB luciferase reporter cells, luminescence; higher % means a stronger effect; one-dose inhibition, % at 4 µM; EC50 in µM for titrated hits; 1% of 290,000 active; in the data active = inhibition mostly above about 36%, no sharp cut-off; inactive = mostly below about 34%;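 also: HEK-293T reporter cells stimulated with the NOD1 agonist gamma-tri-DAP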
# KOR beta-arrestin-1: KOR antagonists, beta-arrestin recruitment, cell-based, luminescence, uHTS (AID 1778) | KOR beta-arrestin recruitment, luminescence, antagonist mode; higher % means a stronger effect | 0.091% of 290,000 active | Kappa-type opioid receptor (Homo sapiens) | inhibition, % at 10 µM; hits with a dose series show IC50 in µM; also: strong numbers were not always called active
# GPR55 beta-arrestin: GPR55 agonists via beta-arrestin recruitment, primary screen, imaging, U2OS cells, beta-arrestin-GFP redistribution (AID 1961); G-protein coupled receptor 55 (Homo sapiens); U2OS GPR55 beta-arrestin-GFP redistribution imaging; higher % means a stronger effect; activation, % at 10 µM, or EC50 in µM where a hit was titrated; 0.048% of 290,000 active;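 active = activation above 40% with more than 50 cells counted in the well; inconclusive = wells holding fewer than 50 cells, flagged as toxic or sparse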;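 also: U2OS osteosarcoma cells stably expressing GPR55 and beta-arrestin-GFP; plate controls were DMSO negative control for no effect and LPI positive control for full effect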
# GPR35 arrestin U2OS: GPR35 antagonists blocking zaprinast-driven arrestin recruitment, primary screen, imaging, U2OS, beta-arrestin-GFP, zaprinast agonist (AID 2058). G-protein coupled receptor 35 (Homo sapiens). U2OS GPR35 beta-arrestin-GFP translocation imaging, zaprinast antagonism; higher % means a stronger effect. inhibition, % at 10 µM, or IC50 in µM where a hit was titrated. 0.052% of 290,000 active;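 active = inhibition of at least 50% with at least 30 cells and total cytoplasm GFP at most 10,000,000; inconclusive = under 30 cells or total GFP of 10,000,000 plus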
# KOR beta-arrestin-2: KOR agonists, beta-arrestin recruitment, primary screen, cell-based, luminescence, uHTS (AID 1777); Kappa-type opioid receptor (Homo sapiens); KOR beta-arrestin recruitment, luminescence; higher % means a stronger effect; one-dose activation, % at 10 µM; EC50 in µM for titrated hits; 0.02% of 280,000 active; in the data active = activation above about 50%, passing the limit was not always enough; also: a part of the inactive calls stands beside numbers as strong as those of hits
# Myeloid diff 2: induction of myeloid progenitor differentiation, primary screen, cell-based, flow cytometry, MLPCN library; AID 624256, 2012; ER-HoxA9 myeloid progenitors, lysozyme-GFP differentiation; 1% of 360,000 active; calls only at 10 µM;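 active = normalized GFP-positive differentiation at or above the plate's own cutoff, the solvent-only control mean plus 3 SD; inconclusive = no clear call, values can overlap the other calls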;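 also: cells exposed to compound for four days before flow analysis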
# NOD2 inhibition: NOD2 signaling inhibitors, cell-based, luminescence, uHTS, HEK293 (AID 1566); HEK293 NOD2/NF-kB luciferase reporter, luminescence; higher % means a stronger effect; one-dose inhibition, % at 4 µM; EC50 in µM for titrated hits; 0.63% of 290,000 active; also: many of its hits are not listed in these tables
# GPR55 LPI antagonism: GPR55 antagonists blocking LPI-driven arrestin recruitment, primary screen, imaging, U2OS, beta-arrestin-GFP, LPI agonist (AID 2013) | 0.13% of 290,000 active | U2OS GPR55 beta-arrestin-GFP translocation imaging, LPI antagonism; higher % means a stronger effect | inhibition, % at 10 µM; hits with a dose series show IC50 in µM | G-protein coupled receptor 55 (Homo sapiens);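 active = spots per cell inhibited over 60%, with over 100 cells counted and total cytoplasm intensity under 500,000; inconclusive = wells with under 100 cells, flagged as likely toxic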;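 also: U2OS cells stably carrying GPR55 and arrestin-GFP stimulated by 5 µM LPI near EC80; imaged beta-arrestin-GFP aggregate spots per cell after agonist stimulation; plate controls were LPI-stimulated DMSO wells for no effect and DMSO wells without LPI for full effect; some results filed as inactive read as strong as hits; confirmed hits need IC50 under 10 µM and bright autofluorescent wells are also inconclusive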
# HIV fusion peptide: inhibitors of HIV fusion peptide binding, primary screen, biochemical, uHTS, fluorescence dequenching (AID 1986) | cell-free peptide binding, fluorescence dequenching, 30 min; higher % means a stronger effect | inhibition, % at 20 µM, or IC50 in µM where a hit was titrated | 0.3% of 290,000 active; in the data active = inhibition mostly above about 52%, no sharp cut-off; inactive = mostly below about 76%; also: some results filed as inactive read as strong as hits
# Myeloid diff 2 GFP+ MAC1+ %: also measured in Myeloid diff 2; calls as there; GFP+ MAC1+ double positive, %; measured here: differentiation confirmed by MAC1 staining
# * = called active by the depositor; i = inactive; ? = inconclusive; . = no result given; [ ] = another dose, or the depositor's remark. Rule as the data show it, unless noted: active = inhibition above about 50%; inactive = the rest. Only part of the results is shown. The share of hits here may be higher or lower than overall.
compound,NOD1 NF-kB reporter,KOR beta-arrestin-1,GPR55 beta-arrestin,GPR35 arrestin U2OS,KOR beta-arrestin-2,Myeloid diff 2,Myeloid diff 2 GFP+ MAC1+ %,NOD2 inhibition,GPR55 LPI antagonism,HIV fusion peptide
CCOc1ccc(NC(=O)c2cc3cc4ccc(OC)cc4nc3o2)cc1,-12%,-64%,-0.1%,-8%,1.6%,i,0.9,31%,-3%,1.5%
COc1ccc(NC(=O)CSc2nc3c(c(=O)[nH]2)CCC3)cc1OC,-22%,-19%,-0.1%,6%,-1.4%,i,1.0,2%,9%,-1.4%
Cc1cc(F)ccc1NCc1cc2c(cc1[N+](=O)[O-])OCO2,-31%,33%,-0.3%,-3%,-2.5%,i,0.3,-7%,1%,18%
COc1ccc(OC)c(Cc2nnc(CCC(=O)NC3CCCC3)o2)c1,-40%,15%[20 µM],-0.1%,4%,.,i,0.0,-8%,14%,-0.7%
O=C1CC(c2ccccc2)c2ccccc21 (stereo unspecified),-20%,3%,0.6%,19%,-9.5%,i,0.1,9%,12%,0.4%
COc1ccc(S(=O)(=O)Nc2cccc(SC)c2)cc1OC,1%,10%,-0.1%,8%,0.1%,i,2.1,7%,3%,-1.5%
CC(C)n1c(=O)c2c(O)cc(=O)oc2c2ccccc21,-8%,-35%,-0.1%,6%,2.7%,i,0.9,1%,6%,7.8%
CCOC(=O)c1sc(NC(=O)c2ccncc2)c(C#N)c1C,-2%,17%,-0.2%,-1%,3.1%,i,0.3,19%,-2%,2.1%
Cc1ccc2c(c1)N1C(=O)c3ccccc3C1C1=C(CC(C)(C)CC1=O)N2 (stereo unspecified),-17%,-33%,0.8%,-5%,-2.5%,i,1.2,1%,0%,16%
CCOC(=O)c1cnc(SC2CC(=O)N(c3ccccc3)C2=O)nc1N (stereo unspecified),-11%,0%,0.3%,9%,0.4%,i,0.7,10%,6%,56%
Cc1cc(NC(=O)CSc2nc3c(cc2C#N)CCC3)no1,-63%,-18%,-0.2%,13%,-4.5%,i,2.2,-100%,-1%,0.0%
COc1cc(NC(=O)C(C)Oc2ccccc2)c(C(=O)O)cc1OC (stereo unspecified),-17%,32%,0.0%,2%,0.0%,i,0.8,12%,6%,4.9%
NC(=O)c1ccccc1NC(=O)COc1ccc(Cl)cc1,-12%,16%,0.4%,-4%,-0.4%,i,0.4,-68%,2%,-1.5%
COc1cc(C(C(=O)NCC2CCCO2)N(C(=O)Cn2nnc3ccccc32)c2ccc(C(C)=O)cc2)ccc1O (stereo unspecified),-1%,-5%,-0.1%,-14%,-3.3%,i,8.0,4%,5%,0.1%
Cc1nc(N/N=C/c2ccccn2)sc1C,91%*,-3%,0.4%,-2%,2.9%,.,.,57%*,1%,-1.1%
Cc1ccc(CNC(=O)C2CCN(S(=O)(=O)c3cccc4nonc34)CC2)cc1,-33%,-4%,13%,-16%,0.0%,i,1.4,3%,2%,4.6%
COCC(C)NC(C(=O)Nc1ccc(C)c(Cl)c1)c1ccccc1 (stereo unspecified),-6%,12%,-0.1%,1%,-5.6%,i,2.2,0%,6%,1.2%
CN1CCN(C(=O)/C(=C\c2cccc([N+](=O)[O-])c2)NC(=O)c2cccs2)CC1,-13%,-16%[20 µM],0.2%,14%,-5.8%,i,0.5,0%,14%,0.9%
Cc1cc(C)cc(C(=O)N2CC(C)SC2=Nc2cccc(S(=O)(=O)N(C)C)c2)c1 (stereo unspecified),11%,12%,-0.2%,0%,-2.6%,i,0.5,-2%,9%,-1.4%
O=C(Nc1ccncc1)C1CCN(S(=O)(=O)c2cccs2)CC1,-43%,20%,1.2%,2%,0.6%,i,0.4,11%,3%,-0.2%
CCOC(=O)N1CCN(C(=O)/C(=C/c2ccc(OC)cc2)NC(=O)c2ccccc2)CC1,-9%,0%,0.0%,9%,-1.2%,i,0.5,10%,6%,-0.2%
CN(C)CCNc1ccc(Cl)cc1[N+](=O)[O-],-34%,24%,-0.2%,0%,-6.3%,i,0.1,-4%,12%,-2.7%
COCCn1nnnc1CN(Cc1cc2cc(OC)c(OC)cc2[nH]c1=O)C1CCCC1,-14%,-40%,-0.3%,-9%,-0.1%,i,0.9,-9%,-6%,-0.3%
COc1ccc(S(=O)(=O)Nc2cc3c4c(oc3c3ccccc23)CCCC4=O)cc1,10%,-66%,-0.1%,5%,-7.4%,?,.,-48%,-15%,1.1%
CCCCNC(=S)NCCN1CCN(C(=S)NCCCC)CC1,-27%,19%,-0.2%,-19%,-0.9%,i,0.2,4%,3%,0.3%

# In a second layout: entries from further up
compound: Cc1cc(F)ccc1NCc1cc2c(cc1[N+](=O)[O-])OCO2
  NOD1 NF-kB reporter: -31%
  KOR beta-arrestin-1: 33%
  GPR55 beta-arrestin: -0.3%
  GPR35 arrestin U2OS: -3%
  KOR beta-arrestin-2: -2.5%
  Myeloid diff 2: i
  Myeloid diff 2 GFP+ MAC1+ %: 0.3
  NOD2 inhibition: -7%
  GPR55 LPI antagonism: 1%
  HIV fusion peptide: 18%

compound: COc1ccc(OC)c(Cc2nnc(CCC(=O)NC3CCCC3)o2)c1
  NOD1 NF-kB reporter: -40%
  KOR beta-arrestin-1: 15%[20 µM]
  GPR55 beta-arrestin: -0.1%
  GPR35 arrestin U2OS: 4%
  KOR beta-arrestin-2: .
  Myeloid diff 2: i
  Myeloid diff 2 GFP+ MAC1+ %: 0.0
  NOD2 inhibition: -8%
  GPR55 LPI antagonism: 14%
  HIV fusion peptide: -0.7%

# Grouped by structure: those above containing a halogen.
compound,NOD1 NF-kB reporter,KOR beta-arrestin-1,GPR55 beta-arrestin,GPR35 arrestin U2OS,KOR beta-arrestin-2,Myeloid diff 2,Myeloid diff 2 GFP+ MAC1+ %,NOD2 inhibition,GPR55 LPI antagonism,HIV fusion peptide
Cc1cc(F)ccc1NCc1cc2c(cc1[N+](=O)[O-])OCO2,-31%,33%,-0.3%,-3%,-2.5%,i,0.3,-7%,1%,18%
NC(=O)c1ccccc1NC(=O)COc1ccc(Cl)cc1,-12%,16%,0.4%,-4%,-0.4%,i,0.4,-68%,2%,-1.5%
COCC(C)NC(C(=O)Nc1ccc(C)c(Cl)c1)c1ccccc1 (stereo unspecified),-6%,12%,-0.1%,1%,-5.6%,i,2.2,0%,6%,1.2%
CN(C)CCNc1ccc(Cl)cc1[N+](=O)[O-],-34%,24%,-0.2%,0%,-6.3%,i,0.1,-4%,12%,-2.7%

# Carrying on:
compound,NOD1 NF-kB reporter,KOR beta-arrestin-1,GPR55 beta-arrestin,GPR35 arrestin U2OS,KOR beta-arrestin-2,Myeloid diff 2,Myeloid diff 2 GFP+ MAC1+ %,NOD2 inhibition,GPR55 LPI antagonism,HIV fusion peptide
O=C(CSc1nc2ccncc2[nH]1)Nc1ccccc1C(F)(F)F,-5%,2%,-0.1%,17%,-1.4%,i,0.4,11%,10%,-0.7%
Cc1ccc(NS(=O)(=O)c2ccc(CCC(=O)NCCCOC(C)C)cc2)cc1,-16%,14%,-0.1%,6%,-1.7%,i,0.4,2%,-1%,-0.4%
Cc1cc2nc(NC3=NCN(CCN4CCOCC4)CN3)nc(C)c2cc1C,4%,3%,0.9%,-5%,9.8%,.,.,21%,-7%,2.0%
O=C(NCc1ccncc1)C(=O)Nc1ccc2c(c1)OCO2,-24%,-20%[20 µM],0.0%,8%,1.1%,i,0.2,-32%,0%,-1.8%
O=C(NCCc1ccccc1)c1ccc(-c2ccccc2Cl)o1,-73%,-43%,1.6%,1%,0.3%,i,0.8,-48%,-5%,0.0%
COc1cc(C)nc(N(Cc2ccccc2)S(=O)(=O)c2ccccc2)n1,.,-29%,-0.1%,-7%,3.4%,i,2.4,-14%,23%,2.5%
CCC(C)NC(=O)Cn1cnc2sc(C)c(S(=O)(=O)N3CCCCC3)c2c1=O (stereo unspecified),-38%,12%,-0.2%,11%,-4.6%,i,0.6,18%,-7%,-0.7%
COc1ccc(-c2[nH]n(-c3ccc([N+](=O)[O-])cc3)c(=O)c2C=NCc2ccc(F)cc2)cc1,-33%,-3%,-0.3%,12%,2.9%,i,0.1,-1%,5%,4.7%
Clc1ccc(Cn2c(-c3cccnc3Cl)nc3ccccc32)c(Cl)c1,12%,7%,-0.1%,11%,-0.8%,i,4.4,21%,30%,1.8%
CN(C(=O)CSc1nnc(CNC(=O)c2ccccc2)o1)c1ccccc1,-9%,22%,0.4%,2%,-1.7%,i,0.7,9%,16%,-0.1%
Nc1ccc(-n2ccnc2)cc1,-14%,-30%,0.0%,-2%,2.2%,i,1.0,6%,0%,0.0%
Cn1c(/C=N/n2cnnc2)nc2ccccc21,.,19%,-0.1%,13%,-0.8%,i,2.4,8%,1%,-0.3%
Cc1n[nH]c(C)c1S(=O)(=O)NCCc1ccc(Cl)cc1,2%,-41%,-0.2%,-5%,-6.5%,i,0.4,10%,-8%,0.5%
CCOC(=O)c1cc(=O)n2nc(-c3ccc(C)cc3)nc2s1,-8%,-17%,-0.3%,26%,-0.9%,i,1.5,8%,-15%,-0.2%
O=C(NCCc1ccccc1)c1ccc2nc(-c3ccco3)c(-c3ccco3)nc2c1,8%,16%,-0.1%,-15%,7.0%,i,0.8,7%,-11%,1.3%
O=C1C2CCCN2C(c2ccccc2)N1c1nccs1 (stereo unspecified),-18%,7%,0.0%,16%,5.0%,i,0.7,10%,-12%,-1.0%
CC(=O)Nc1nnc(-c2ccc3c(c2)CCCC3)o1,-31%,-34%,-0.1%,8%,-3.4%,i,2.2,-36%,-8%,2.7%
Cc1ccc(OCCCSc2ncccn2)cc1C,-10%,23%,0.0%,10%,-4.2%,i,0.4,21%,-5%,-1.3%
COc1ccc(C(=O)CCS(=O)(=O)c2ccc(C)cc2)cc1,-12%,0%,-0.1%,-2%,1.7%,i,0.0,2%,12%,1.5%
COc1cccc(NC(=O)CCSc2ccc3ccccc3n2)c1,-28%,22%,0.1%,3%,0.5%,?,.,16%,12%,-0.2%
COc1ccc(CNC(=O)CCCn2ccc3cc(S(=O)(=O)N4CCCC4)ccc32)cc1,2%,-65%,0.2%,-2%,0.7%,?,.,-1%,-7%,0.7%
CCOC(=O)c1cc(-c2ccccc2)sc1NC(=O)C(C)OC(=O)c1ccncc1 (stereo unspecified),43%,-54%,0.2%,-3%,8.0%,i,0.6,9%,-6%,-0.5%
CCc1nnc(NC(=O)c2ccc(S(=O)(=O)N3CCCC3)cc2)s1,9%,-6%,-0.1%,0%,-1.8%,i,0.2,3%,-7%,1.1%
O=Cc1ccc(-c2nc3ccccc3s2)o1,-28%,-18%[20 µM],-0.1%,2%,-5.1%,i,0.7,-69%,0%,1.2%
